From PubChem
MrgX1 agonist: agonists of human MrgX1 receptor, primary screen, HEK293 cells, Fluo-4 calcium flux; Mas-related G-protein coupled receptor member X1 (Homo sapiens), Q96LB2; Fluo-4 calcium fluorescence, agonist mode; stronger effect = higher value; B-score at 10 µM; actives 0.44% (n = 310,000); AID 588627, 2011;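 active means calcium response B-score plate-corrected fluorescence ratio at least 3 library SD, with starting fluorescence B-score inside 5 SD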
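System – MrgX1-expressing HEK293 cells · Incubation – cells plated overnight, dye loaded 0.5 h 37 °C, 0.5 h room temperature · Technique – kinetic Fluo-4 NW fluorescence of intracellular calcium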
TRPC6 inhibitor: mouse TRPC6 channel inhibitors, primary screen, cell-based, HEK293, membrane potential dye; B-score at 10 µM; actives 1.1% (n = 310,000); Short transient receptor potential channel 6 (Mus musculus), Q61143; AID 2553, 2010; ACh-evoked depolarization; stronger effect = lower value;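 active means B-score under library mean minus 3 SD, initial fluorescence not abnormally high, positive integrated signal ratio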;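 further: B-score derived from integrated fluorescence ratio over the kinetic read; more negative B-score means stronger inhibition of depolarization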
Target sequence (Q61143 whole entry, looked up): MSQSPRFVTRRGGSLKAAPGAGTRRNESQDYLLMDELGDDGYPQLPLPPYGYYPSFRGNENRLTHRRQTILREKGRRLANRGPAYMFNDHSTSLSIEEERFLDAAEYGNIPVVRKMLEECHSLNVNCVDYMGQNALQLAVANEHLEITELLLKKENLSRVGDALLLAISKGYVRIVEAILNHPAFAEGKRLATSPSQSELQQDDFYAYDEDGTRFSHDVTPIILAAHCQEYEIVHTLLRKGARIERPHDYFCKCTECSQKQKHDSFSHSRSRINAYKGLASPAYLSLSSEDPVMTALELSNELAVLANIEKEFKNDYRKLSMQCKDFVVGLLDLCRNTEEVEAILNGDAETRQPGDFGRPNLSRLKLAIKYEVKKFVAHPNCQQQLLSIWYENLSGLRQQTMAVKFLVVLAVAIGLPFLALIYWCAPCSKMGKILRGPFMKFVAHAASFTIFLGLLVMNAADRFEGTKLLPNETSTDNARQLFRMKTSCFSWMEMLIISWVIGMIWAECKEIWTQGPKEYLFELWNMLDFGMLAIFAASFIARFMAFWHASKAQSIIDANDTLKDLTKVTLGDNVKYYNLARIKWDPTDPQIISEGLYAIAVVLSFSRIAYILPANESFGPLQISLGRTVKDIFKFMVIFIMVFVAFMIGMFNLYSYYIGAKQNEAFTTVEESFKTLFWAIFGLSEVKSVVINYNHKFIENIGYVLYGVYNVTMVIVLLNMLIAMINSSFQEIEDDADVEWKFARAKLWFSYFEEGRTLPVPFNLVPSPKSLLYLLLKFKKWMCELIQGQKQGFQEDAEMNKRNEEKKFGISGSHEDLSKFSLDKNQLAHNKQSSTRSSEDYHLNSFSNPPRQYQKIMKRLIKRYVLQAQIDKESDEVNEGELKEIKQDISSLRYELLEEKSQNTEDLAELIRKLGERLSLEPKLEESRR
SKKanGAS inh: S. pyogenes SKKanGAS growth inhibitors in kanamycin, primary screen, streptokinase expression inhibitor project, SKKanGAS strain, BacTiter-Glo luminescence | 6 h | inhibition, % at 7.5 µM | actives 1.3% (n = 300,000) | AID 1662, 2009;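 active means mean replicate score, as percent of positive control median, at least 50; inconclusive means mean below 50 but one replicate at or above 50; inactive means mean and every replicate below 50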;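 further: strain carries kanamycin resistance gene driven by streptokinase promoter and grows in 40 µg/ml kanamycin; loss of luminescence reflects streptokinase promoter inhibition or plain growth inhibition; 0% = median of DMSO wells and 100% = positive control at its reference dose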
MrgX1 antag: antagonists of human MrgX1 receptor, primary screen, HEK293 cells, Fluo-4 calcium flux; BAM8-22 antagonism; stronger effect = lower value; B-score at 10 µM; Mas-related G-protein coupled receptor member X1 (Homo sapiens), Q96LB2; actives 1.3% (n = 310,000);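 active means calcium-response B-score plate-corrected more than 3 library SD below zero, starting fluorescence within 5 deviations, no agonist response on first addition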;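 further: peak minus trough fluorescence over baseline after final BAM8-22 challenge near maximal dose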
MrgX1 allo act: positive allosteric modulators of MrgX1, primary screen, HEK293 cells, Fluo-4 calcium flux; B-score at 10 µM; AID 588675, 2011; actives 0.63% (n = 310,000); Mas-related G-protein coupled receptor member X1 (Homo sapiens), Q96LB2; FDSS; stronger effect = higher value;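 active means plate-corrected calcium response at least 3 library SD above typical, normal starting fluorescence, not activating the receptor alone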;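 further: compound read alongside a low EC10 to EC30 dose of BAM8-22 agonist; peak minus trough fluorescence over baseline measured at the second addition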
TRPC4 agonist: activators of mouse TRPC4 channel, primary screen, Fluo4 calcium, HEK293 TRPC4beta/mu-opioid cells. Short transient receptor potential channel 4 (Mus musculus), Q9QUQ5. Fluo4 calcium fluorescence; stronger effect = higher value. B-score at 10 µM. actives 0.49% (n = 310,000). AID 2237, 2010;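 active means B-score above 5 SD of library B-scores, and initial fluorescence ratio not above library mean plus 5 SD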;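 further: positive B-score marks a calcium rise read as TRPC4 activation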
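Assay system – TRPC4beta and mu-opioid receptor HEK293 stable cells · Measured by – Fluo4 fluorescence, kinetic · Schedule – dye loading 45 min room temperature, 110 s kinetic read · Read-out – B-scored integrated calcium fluorescence ratio · Controls – buffer and maximal DAMGO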
TRPC6 act: mouse TRPC6 channel activators, primary screen, cell-based, HEK293, membrane potential dye; Short transient receptor potential channel 6 (Mus musculus), Q61143; HEK293-TRPC6 membrane potential dye fluorescence; stronger effect = higher value; B-score at 10 µM; actives 0.13% (n = 310,000);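 active means B-score of the integrated fluorescence ratio above library mean plus 3 SD, and starting fluorescence ratio within library mean plus 5 SD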;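 further: higher score means more depolarization so channel activation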
TRPC4 inh: inhibitors of mouse TRPC4 channel, primary screen, Fluo4 calcium, HEK293 TRPC4beta/mu-opioid cells; Short transient receptor potential channel 4 (Mus musculus), Q9QUQ5; DAMGO-evoked Fluo4 calcium flux; stronger effect = lower value; B-score at 10 µM; actives 0.39% (n = 300,000);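 active means B-score over 3 SD under the library average, no early fluorescence shift, positive overall ratio signal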
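test system = HEK293 cells with stable TRPC4beta plus mu-opioid receptor expression | detection = Fluo4 Ca2+ flux fluorescence | read-out = integrated fluorescence ratio relative to baseline, converted to per-well B score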
ANO1 activ: TMEM16A chloride channel activators or potentiators, primary screen, cell-based, HTS | actives 0.3% (n = 340,000) | HEK293 TMEM16A/YFP-H148Q/I152L, iodide quench fluorescence; stronger effect = lower value | B-score at 10 µM | Anoctamin-1 (Mus musculus), Q8BHY3;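 active means fluorescence-ratio B-score plate-corrected deviation score at least 3 library SD below zero, with starting fluorescence score within 5 deviations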;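 further: channel opened by trigger with iodide after compound preincubation; score built on the fluorescence ratio of max minus min over baseline; more negative score means more quench and so TMEM16A activation or potentiation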
TMEM16A inh: TMEM16A chloride channel inhibitors, primary screen, cell-based, HTS | HEK293 TMEM16A/YFP iodide influx fluorescence, ionomycin | normalized B-score (activity score, 25-100; higher = stronger inhibition) at 10 µM | actives 1.2% (n = 310,000) | Anoctamin-1 (Mus musculus), Q8BHY3;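 active means ratio plate-corrected score three or more library SD toward inhibition, starting fluorescence score within five deviations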;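 further: score derived from kinetic fluorescence span divided by baseline fluorescence per well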
TRPC4 potent: positive allosteric modulators of TRPC4, primary screen, cell-based, mouse TRPC4beta, HEK293 mu-opioid, Fluo-4 calcium. B-score at 10 µM. DAMGO EC20, Fluo-4 Ca2+ flux; stronger effect = higher value. actives 0.42% (n = 310,000). Short transient receptor potential channel 4 (Mus musculus), Q9QUQ5;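 active means B-score of calcium response area above 5 SD of library B-scores, with initial fluorescence ratio within 5 SD of library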;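 further: B-score of integrated fluorescence ratio over time as area under calcium response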
The depositor's hits bear a star; i = inactive; ? = inconclusive; . = no result given.

SMILES	MrgX1 agonist	TRPC6 inhibitor	SKKanGAS inh	MrgX1 antag	MrgX1 allo act	TRPC4 agonist	TRPC6 act	TRPC4 inh	ANO1 activ	TMEM16A inh	TRPC4 potent
CC(C)NS(=O)(=O)c1cccc2nsnc12	i	i	6	i	i	i	i	i	i	i	i
CC(=O)N1CCN(c2ccc(NCc3ccc(C(C)C)cc3)cc2)CC1	i	i	-7	i	i	i	i	i	i	i	i
O=C(COC(=O)/C=C/c1cccc(Cl)c1)NCCc1ccccc1	i	i	11	i	i	i	i	i	i	i	i
CCC(=O)Nc1ccc(NC(=O)CSc2nnnn2Cc2ccccc2)cc1C	.	i	7	.	.	i	i	i	i	.	i
CC(=O)Nc1ccc(S(=O)(=O)NNC(=O)COc2cccc3ccccc23)cc1	i	i	-11	i	i	i	i	i	i	i	i
COCCn1c(=NC(=O)c2nc3ccccc3s2)sc2cc(S(C)(=O)=O)ccc21	i	i	15	i	i	i	i	i	i	i	i
S=c1[nH]nc(-c2ccncc2)n1/N=C/c1cn(-c2ccccc2)nc1-c1ccccc1	i	i	51*	i	i	i	i	i	i	i	13*
COc1ccc(C(CC(=O)NCc2ccccc2)Sc2n[nH]c(-c3ccccc3)n2)cc1 (centres undefined)	i	i	6	i	i	i	i	i	i	i	i
CCN(CC)S(=O)(=O)c1ccc(OC)c(NC(=O)c2cn(CC)c3nc(C)ccc3c2=O)c1	i	i	12	i	i	i	i	i	i	i	i
FC(F)(F)c1cc(-c2ccco2)nc(NCCc2ccccc2)n1	i	i	43	i	i	i	i	i	i	i	i
Cc1ccc(CCNC(=O)C2CCN(S(=O)(=O)N3CCCC3)CC2)cc1	i	i	-2	i	i	i	i	i	i	i	i
CC(Sc1nc(-c2ccc(F)cc2)cs1)C(=O)Nc1ccc(Cl)cn1 (centres undefined)	i	i	-7	i	i	i	i	i	i	i	i
COc1ccc(OCC(=O)NNC(=S)NC(=O)c2ccc(Br)o2)cc1	i	i	71*	i	i	i	i	i	i	i	i
CCOc1ccc2nc(SCC(=O)NC3CCS(=O)(=O)C3)[nH]c2c1 (centres undefined)	i	i	-3	i	i	i	i	i	i	i	i
CC(C)Cn1c(/C=C/c2ccco2)nc2ccccc21	i	i	0	i	i	i	i	i	i	i	i
COc1ccc2cc(C(=O)Nc3ccc(Cl)cc3)sc(=O)c2c1OC	i	i	-14	i	i	i	i	i	i	i	i
CNC(=S)N1CCC(n2cnc3ccccc32)CC1	i	i	3	i	i	i	i	i	i	i	i
Cc1cc(C)n(-c2nc3ccccc3c(=O)n2OCC(=O)Nc2c(C)cccc2C)n1	i	i	9	i	i	i	i	i	i	i	i
COc1ccc(CCNC(=O)CSc2nc(C)cc(C)n2)cc1OC	i	i	-4	i	i	i	i	i	i	i	i
CCOC(=O)c1sc(NC(=O)c2cc(-c3ccc(C)cc3)nc3ccccc23)c(C#N)c1C	i	i	?	i	i	i	i	i	i	i	i
Cc1cccnc1NC(=O)CNC(=O)COc1ccccc1	i	i	1	i	i	i	i	i	i	i	i
O=C1OC(c2ccccc2)=C/C1=C/N1CCCCC1	i	i	1	i	i	i	i	i	i	i	i
CCc1ccc(NC(=S)N(CCCN2CCN(C)CC2)Cc2cccs2)cc1	i	i	1	i	i	i	i	i	i	i	10*
COC(=O)CC1C(=O)NCCN1C(=O)c1cc(OC)c(OC)cc1OC (centres undefined)	i	i	12	i	i	i	i	i	i	i	i
Cc1cccc(Cn2c(=O)n(-c3ccc(CC(=O)NCc4ccco4)cc3)c(=O)c3sccc32)c1	i	i	-1	i	i	i	i	i	i	i	i
CCCC(=O)Nc1cccc(Oc2nc(C)cc(C)c2C#N)c1	i	i	-1	i	i	i	i	i	i	i	i
CCOC(=O)CC1(NC(=O)c2cc(COc3ccc(F)c(F)c3)on2)CCCCC1	i	i	0	i	i	i	i	i	i	i	i
COc1ccccc1N1CCN(S(=O)(=O)CCNC(=O)c2ccc(Br)o2)CC1	i	i	19	i	i	i	i	i	i	i	i
COc1cc(/C=C2\OC(=O)c3c(OC)cccc32)ccc1O	i	i	14	i	i	i	i	i	i	i	i
O=C(/C=C/c1ccc([N+](=O)[O-])cc1)NCc1ccccn1	i	i	2	i	i	i	i	i	i	i	i
Cn1cc(/C=N\NC(=O)c2cccs2)c2ccccc21	i	i	-6	i	i	i	i	i	i	i	i
COc1ccc(Nc2nc(OC)nc(N3CCOCC3)n2)cc1	i	i	-3	i	i	i	i	i	i	i	i
CC(C)C[C@@]12C(=O)N(c3cccc(Cl)c3)C(=O)N1[C@H](c1ccc(Cl)cc1)[C@@H]1C(=O)N(C3CCCCC3)C(=O)[C@@H]12	i	i	3	i	i	i	i	i	i	i	i
CCCn1nnnc1NCc1ccc(N(CC)CC)cc1	i	i	0	i	i	i	i	i	i	i	i
CCC(=O)Nc1cc(-c2nn(C)c(=O)c3ccccc23)ccc1OC	i	i	2	i	i	i	i	i	i	i	i
CC1(C)NC(=O)N(CC(O)CNC23CC4CC(CC(C4)C2)C3)C1=O (centres undefined)	i	i	0	i	i	i	i	i	i	i	i
O=[N+]([O-])c1cc(S(=O)(=O)N2CCOCC2)ccc1N1CCCC1	i	i	4	i	i	i	i	i	i	i	i
COc1ccc(OC)c(C2C(C(C)=O)=C(O)C(=O)N2Cc2cccnc2)c1 (centres undefined)	i	i	-4	i	i	i	i	i	i	i	i
Cc1ccc(C(c2sc3nc(C)nn3c2O)N2CCN(c3ccccc3F)CC2)cc1 (centres undefined)	i	i	-2	-5.2*	i	i	i	i	i	i	i
C#CCOCCOCCOCCNc1nc(N2CCN(C(=O)[C@H](CCC(=O)O)n3cc(C(N)Cc4ccc(O)cc4)nn3)CC2)nc(N2CCN(C(=O)[C@H](Cc3ccc(O)cc3)n3cc(C(N)[C@H](C)CC)nn3)CC2)n1 (some centres undefined)	.	i	5	.	.	i	i	i	.	.	i
O=C(Nc1ccccc1)OC(CN1CCCCC1)C(F)(F)F (centres undefined)	i	i	-5	i	i	i	i	i	i	i	i
COCCN1CCC(CNCc2cn[nH]c2-c2ccc(C)c(C)c2)C1 (centres undefined)	i	i	0	i	i	i	i	i	i	i	i
O=C(Nc1ccncc1)c1ccc2c(c1)S(=O)(=O)c1ccccc1C2=O	i	i	3	i	i	i	i	i	i	i	i
CC(C)(C)NC(=O)c1ccccc1NC(=O)C1CCCO1 (centres undefined)	i	i	3	i	i	i	i	i	i	i	i
O=C1c2ccccc2C(=O)N1Cc1nc2ccccc2c(=O)n1CCCn1ccnc1	.	i	.	.	.	i	i	i	i	.	i
Cc1ccc(C(=O)NCCNc2nc3cc(C)c(C)cc3cc2C)cc1	i	i	-5	i	i	i	i	i	i	i	i
CCOC(CCNC(=O)c1cn(C)c(=O)c2c1c1ccccc1n2C)OCC	i	i	-9	i	i	i	i	i	i	i	i
N#CC1=C(N)Oc2cc(O)ccc2C1c1ccc(Br)s1 (centres undefined)	i	i	-4	i	i	i	i	i	i	i	i
COc1cc([N+](=O)[O-])ccc1-c1ccc(/C=N/NC(N)=O)o1	i	i	8	i	i	i	i	i	i	i	i
CCOC(=O)c1nnn(-c2nonc2N)c1CSc1ccccn1	i	i	-3	i	i	i	i	i	i	i	i
C=CCn1c(Sc2nc(C)cs2)nc2c1c(=O)[nH]c(=O)n2C	i	i	3	i	i	i	i	i	i	i	i
Cc1ccc(NS(=O)(=O)c2ccc(OCC(=O)NCC3CCCO3)cc2)cc1 (centres undefined)	i	i	6	i	i	i	i	i	i	i	i
COC(=O)/C=C1/N/C(=N\c2nc(C)cc(C)n2)N(c2cccc(C)c2)C1=O	i	i	0	i	i	i	i	i	i	i	i
CNC(=S)N(C)[C@H]1c2c(ccc3ccccc23)OC[C@H]1CO	i	i	-4	i	i	i	i	i	i	i	i
Cn1c(Cn2nnc3ccccc32)nnc1SCC(=O)N1CCc2ccccc21	i	i	0	i	i	i	i	i	i	i	i
CC1CCN(C(=O)CSCc2ccc(Cl)cc2)CC1	i	i	3	i	i	i	i	i	i	i	i
CC(/C=C/c1ccc2c(c1)OCO2)=N/NC(=O)C1COc2ccccc2O1 (centres undefined)	i	i	-9	i	i	i	i	i	.	i	i
CS(=O)(=O)c1nc(-c2ccc(Br)cc2)cc(-c2ccccc2)c1C#N	i	i	5	i	i	i	i	i	i	i	i
COc1ccc2c(c1)c(=O)oc1c(C)c(OC(C)C(=O)NCC3CCC(C(=O)O)CC3)ccc12 (centres undefined)	i	i	32	i	i	i	i	i	i	i	i
COC(=O)/C=c1/s/c(=C(/C#N)C(=O)N2CCOCC2)n(-c2ccccc2)c1=O	i	i	3	i	i	i	i	i	i	i	i
Next results.
SMILES	MrgX1 agonist	TRPC6 inhibitor	SKKanGAS inh	MrgX1 antag	MrgX1 allo act	TRPC4 agonist	TRPC6 act	TRPC4 inh	ANO1 activ	TMEM16A inh	TRPC4 potent
CC(C)OCCCNc1ccc(N2C(=O)CCCC2=O)cc1[N+](=O)[O-]	i	i	-4	i	i	i	i	i	i	i	i
COc1ccccc1-n1c(SCC(=O)N2CCCC2)nc2cccnc21	i	i	-6	i	i	i	i	i	i	i	i
Cc1onc(-c2ccccc2Cl)c1C(=O)N1CCN(C(=O)c2ccco2)CC1	i	i	-2	i	i	i	i	i	i	i	i
c1cn2c(NC3CCCCC3)c(-c3ccc(SC4CCCCC4)cc3)nc2cn1	i	i	89*	i	i	i	i	i	i	i	i
